BRCT inh green – blocks human BRCA1 BRCT binding to phosphopeptide, green readout | BRCA1 BRCT-phosphopeptide binding, green fluorescence polarization | Potency, µM (titrated, usually from 76.9 µM), for inactives: top-dose activity change, negative = inhibition, most hits filed as inhibitors | 0.05% of 75,000 active | AID 875;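 also: potency is read from the fitted curve at half-maximal effect; plate controls were peptide without protein for full effect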
Target sequence (P38398 whole entry, looked up): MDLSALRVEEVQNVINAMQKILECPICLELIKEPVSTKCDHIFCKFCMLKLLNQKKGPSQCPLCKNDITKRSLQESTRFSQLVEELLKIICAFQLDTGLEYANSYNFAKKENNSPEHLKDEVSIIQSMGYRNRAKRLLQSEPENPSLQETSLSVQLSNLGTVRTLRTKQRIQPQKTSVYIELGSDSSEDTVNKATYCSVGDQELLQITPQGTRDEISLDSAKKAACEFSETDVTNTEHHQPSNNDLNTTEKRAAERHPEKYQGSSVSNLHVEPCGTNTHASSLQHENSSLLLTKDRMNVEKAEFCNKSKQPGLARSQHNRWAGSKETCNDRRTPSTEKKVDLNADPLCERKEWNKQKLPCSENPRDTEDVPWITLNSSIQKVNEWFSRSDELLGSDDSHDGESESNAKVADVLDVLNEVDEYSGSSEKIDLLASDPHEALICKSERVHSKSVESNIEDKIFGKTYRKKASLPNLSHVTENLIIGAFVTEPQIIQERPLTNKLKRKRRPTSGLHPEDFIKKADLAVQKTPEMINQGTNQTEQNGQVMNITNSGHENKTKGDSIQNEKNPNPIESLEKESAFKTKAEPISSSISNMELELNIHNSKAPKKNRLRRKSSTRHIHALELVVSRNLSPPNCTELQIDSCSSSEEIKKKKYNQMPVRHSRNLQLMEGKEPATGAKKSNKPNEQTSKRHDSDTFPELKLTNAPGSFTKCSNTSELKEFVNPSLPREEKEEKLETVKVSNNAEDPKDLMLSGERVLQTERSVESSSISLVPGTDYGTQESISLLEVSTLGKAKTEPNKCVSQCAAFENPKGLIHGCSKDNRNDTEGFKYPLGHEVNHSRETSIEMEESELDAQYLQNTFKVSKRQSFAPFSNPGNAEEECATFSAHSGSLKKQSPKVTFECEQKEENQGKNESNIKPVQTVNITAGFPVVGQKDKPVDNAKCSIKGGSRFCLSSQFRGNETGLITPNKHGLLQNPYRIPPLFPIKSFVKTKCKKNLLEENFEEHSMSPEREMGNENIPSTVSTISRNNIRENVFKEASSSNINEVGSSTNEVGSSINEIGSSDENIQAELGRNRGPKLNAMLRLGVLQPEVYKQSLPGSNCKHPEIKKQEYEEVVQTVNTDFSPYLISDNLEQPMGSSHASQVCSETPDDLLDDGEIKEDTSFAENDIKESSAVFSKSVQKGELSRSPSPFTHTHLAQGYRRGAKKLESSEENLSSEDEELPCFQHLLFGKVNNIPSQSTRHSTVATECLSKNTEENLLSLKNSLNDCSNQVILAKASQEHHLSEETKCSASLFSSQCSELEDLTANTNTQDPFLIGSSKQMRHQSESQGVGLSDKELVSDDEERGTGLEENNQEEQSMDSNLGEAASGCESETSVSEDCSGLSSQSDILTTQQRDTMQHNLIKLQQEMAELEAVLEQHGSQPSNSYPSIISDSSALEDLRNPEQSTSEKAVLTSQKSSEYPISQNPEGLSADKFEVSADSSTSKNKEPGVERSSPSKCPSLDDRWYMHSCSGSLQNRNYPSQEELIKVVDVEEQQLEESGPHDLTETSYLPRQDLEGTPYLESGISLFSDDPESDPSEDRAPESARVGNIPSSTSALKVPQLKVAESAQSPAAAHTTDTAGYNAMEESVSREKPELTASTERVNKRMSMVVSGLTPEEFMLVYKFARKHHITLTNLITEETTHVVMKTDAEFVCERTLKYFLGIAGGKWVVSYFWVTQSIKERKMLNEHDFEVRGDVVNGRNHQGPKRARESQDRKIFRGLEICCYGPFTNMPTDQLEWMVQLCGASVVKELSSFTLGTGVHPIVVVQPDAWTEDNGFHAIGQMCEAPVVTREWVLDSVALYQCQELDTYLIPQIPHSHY
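Compounds were incubated for 12 min at room temperature with a complex of 100 nM fluorescein-tagged pBACH1 decapeptide and 250 nM His-tagged BRCT protein. Buffer was phosphate pH 7.3 with EDTA, DTT and Tween 20. Disruption of binding lowers the polarization signal.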
USP2a inhib – USP2a (human) protease inhibition. O75604. USP2a enzymatic assay, qHTS inhibition. Potency, µM (top dose mostly 38.3 µM), inactives show at the top dose activity change, negative = inhibition, most hits filed as inhibitors. 0.1% of 60,000 active. AID 927;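 also: potency is read from the fitted curve at half-maximal effect; nearly all actives have a fitted effect of over 60% in size; plate controls were DMSO for no effect and NEM full inhibition control for full effect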
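20 nM USP2 core + cpd, 30 min RT; add 20 nM Ub-PLA2/20 uM NBD C6-HPC; read Ex460/Em535 at 0 h and 2.5 h. Normalized to NEM; qHTS curve fit/classification.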
BRCT PPI red – BRCT-phosphoprotein interaction inhibition (red fluorophore); 0.03% of 75,000 active; Potency, µM (doses to about 76.9 µM), without a hit: at the top dose activity change, negative = inhibition, usual class: inhibitors; P38398; BRCT-phosphopeptide binding, red fluorescence polarization; also: % is scaled to controls: 0 for no effect and ±100 for the full control effect
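Fluorescence polarization: 100 nM His-tagged BRCA1 BRCT with 100 nM TAMRA-labelled phospho-BACH1 decapeptide, phosphate buffer pH 7.3 with 150 mM NaCl, DTT, 0.01% Tween 20; 12 min RT. Binding inhibition seen as FP decrease.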
HEK293 cAMP cs – counter-screen for TSHR agonists: cAMP increase in parental HEK293; parental HEK293 CNG cAMP sensor, membrane potential fluorescence; 2.5% of 73,000 active; Potency, µM (highest dose often 57.1 µM), without a hit: top-dose activation, usual class: activators; AID 938; also: potency is read from the fitted curve at half-maximal effect; % of control where 0% means no effect; nearly all actives have a fitted effect of over 55% in size
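Parental HEK 293 cells stably expressing a cAMP-gated CNG channel were loaded with membrane potential dye containing 100 uM RO 20-1724 for 60 min. Compound added for 30 min; depolarization read as fluorescence intensity at 590 nm.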
4-MU autofl – compounds fluorescent in 4-MU spectral region. compound autofluorescence, 340/450 nm, 4-MU equivalents; active compounds read high. max dye-equivalent concentration, M. 11% of 59,000 active; in the data active = max dye-equivalent concentration above about 10 nM; inconclusive = mostly about 1.1 nM to 9.6 nM
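Compounds in 100 mM Tris, pH 8.0, incubated 15 min at room temperature, then fluorescence read at 340 nm excitation/450 nm emission. Signal converted to 4-MU dye-equivalent concentration using an on-plate six-point 4-MU standard curve.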
Casp1 inh – blocks human caspase-1 allosterically or competitively; 0.03% of 75,000 active; P29466; Potency, µM (series often up to 57.5 µM), for the others: at the highest dose activity change, negative = inhibition, actives largely listed as inhibitors; Caspase-1 enzyme, Ac-WEHD-AFC fluorogenic rate;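 also: potency is read from the fitted curve at half-maximal effect; plate controls were vehicle for no effect and no substrate for full effect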
Epigenetic mod – derepresses silenced GFP locus in mouse C127i cells. mouse C127i GFP locus derepression, cytometry, 30 h. Potency, µM (top dose mostly 46.1 µM), for inactives: at the highest dose GFP derepression (activation). 0.09% of 68,000 active; also: % of control where 0% means no effect
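Derepression screen: silenced CMV-GFP reporter in murine C127i cells, 30 h compound incubation at 37 C, washed cells imaged by laser-scanning cytometer to enumerate GFP-expressing objects of 20 to 120 um.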
A350 autofl – A350 region autofluorescence; Compound autofluorescence, 340/450 nm, Alexa 350 dye-equivalents; active compounds read high; max dye-equivalent concentration, M; 11% of 59,000 active; AID 590; in the data active = max dye-equivalent concentration above about 10 nM; inconclusive = mostly about 1.1 nM to 9.6 nM
Fluorescein autfl – compound fluoresces in the fluorescein spectral region. Compound autofluorescence, 480/540 nm, fluorescein-equivalent; active compounds read high. max fluorescein-equivalent concentration, M. 0.91% of 59,000 active. AID 593; in the data active = max fluorescein-equivalent concentration above about 10 nM; inconclusive = between about 1.1 nM and that limit
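In this qHTS profile, compound fluorescence was measured with a 480 nm/540 nm filter pair following a 15-min room-temperature incubation in 100 mM Tris (pH 8.0). A six-point fluorescein series on each plate served for normalization.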
UbGFP stabilizer – inhibits proteasome, raising ubiquitin-GFP reporter fluorescence; Ubiquitin-GFP reporter cells, proteasome inhibition, GFP fluorescence; response scale: untreated = 0%, 10 µM MG-132 = 100%; Potency, µM (series often up to 45.9 µM), without a hit: top-dose activation (GFP accumulation), usual class: activators; 67,000 tested, under 10 active; AID 526; active = well fitted activation curve with a large enough effect, not every such curve was filed as active; inconclusive = small, poorly fitted or top-dose-only effect, or another doubt; inactive = no such curve, though single readings can be large or run the other way; also: potency is read from the fitted curve at half-maximal effect
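Reporter cells (U2OS, ubiquitin-G76V-GFP fusion) are plated overnight, then treated 4 hr at 37 °C with compound titrations from 46 uM down to 2.9 nM. Activity is scaled against untreated cells and 10 uM MG-132.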
Caspase-7 inhib – blocks human caspase-7 allosterically or competitively; P55210; recombinant caspase-7, Ac-DEVD-AFC fluorescence rate; Potency, µM (doses to about 57.5 µM), inactives show top-dose activity change, negative = inhibition, most hits filed as inhibitors; 0.02% of 75,000 active; active = well fitted inhibition curve with a large enough effect in the main read-out, with a control signal flat, not every such curve was filed as active; inconclusive = small, poorly fitted or top-dose-only effect, or a change in a side signal; also: potency is read from the fitted curve at half-maximal effect; % of control where 0% means no effect
Starred values were filed as active, the others as inactive; i = inactive; ? = inconclusive; / = not tested or not shown; [ ] = dose if it differs, or a comment. Unless noted, calls follow the shape of the dose curve; as a rule, active = well fitted curve in the direction sought with a large enough effect; inconclusive = small, poorly fitted or top-dose-only effect, or another doubt; inactive = no such curve, though single readings can be large; an effect the other way counts as inactive or inconclusive. Not all compounds are listed, so the mix of outcomes need not match the whole.

SMILES	BRCT inh green	USP2a inhib	BRCT PPI red	HEK293 cAMP cs	4-MU autofl	Casp1 inh	Epigenetic mod	A350 autofl	Fluorescein autfl	UbGFP stabilizer	Caspase-7 inhib
Cc1ccc(-c2ccc(CCC(=O)O)n2CC(=O)O)cc1	-1.3%	4%	0.2%	12%	/	-10%	0%	/	/	0%	-11%
Cc1ccnc(NS(=O)(=O)c2ccc(NC(=O)C3CCCCC3)cc2)n1	-0.8%	9%	-0.8%	6%	i	-1%	-2%	i	i	1%	0%
COC(=O)Cc1[nH]nc2c1C(C1C=CCCC1)C(C#N)=C(N)O2 (stereo not drawn)	-2.1%	3%	1.0%	-2%	i	-1%	1%	i	i	-15%	0%
O=C(COC(=O)c1ccccc1Oc1ccccc1)NC1CCS(=O)(=O)C1 (stereo not drawn)	0.4%	3%	-0.4%	?	i	-3%	0%	i	i	-5%	0%
COc1ccc(N(CC(=O)Nc2ccc3c(c2)OCO3)S(C)(=O)=O)c(OC)c1	-1.1%	13%[7.66 µM]	-0.5%	4%[11.4 µM]	/	-1%	0%	/	/	-5%[9.17 µM]	1%
CCCCOc1ccc(NC(=O)C2CC=CCC2C(=O)O)cc1 (stereo not drawn)	-3.1%	-3%	-2.7%	-5%	/	0%	-2%	/	/	21%	1%
O=C(c1csnn1)N1CCC[C@@]2(CCN(Cc3ccccc3)C2)C1	-1.9%	52%[activator]	-0.2%	?	i	-3%	0%[9.22 µM]	i	?	-12%	-2%
COC(=O)[C@H](C)NC(=O)Nc1ccc(C)c(C)c1	-3.6%	6%	-0.3%	-9%	3.2e-08M*	0%	-3%	4.2e-08M*	i	3%	0%
C=CCN1CC2CC3(COc4cc(C)cc(C)c4)C=CC2(O3)C1=O (stereo not drawn)	-2.9%	-7%	0.4%	5%	?	?	2%	?	i	-1%	-20%
O=C(NC1=NC2CCCCC2N1)c1ccccc1 (stereo not drawn)	-0.9%	4%	2.4%	9%	i	1%	0%	i	i	-4%	2%
O=C(O)c1ccc(CSCc2ccccc2F)o1	-7.6%	-2%	-1.1%	9%	i	0%	0%	i	i	-9%	-1%
COc1ccc(-c2nnc(SCc3ncc(-c4ccccc4)o3)o2)cc1	7.1%	-3%	0.3%	?	?	-9%	2%	?	i	-6%	-10%
COc1ccc2[nH]c(=O)c(CN(Cc3cccs3)Cc3nnnn3C(C)(C)C)cc2c1	4.9%	/	-0.7%	?	4.6e-08M*	-4%	0%	4.6e-08M*	i	6%	-3%
CCCCCOC(=O)Cn1c(SCC(=O)Nc2ccccc2)nc2c1c(=O)[nH]c(=O)n2C	0.4%	10%	0.6%	21%	i	-2%	1%	i	i	8%	1%
CCCCNC(=O)CSc1nnc(NC(C)=O)s1	-1.7%	2%	0.7%	-3%	/	-2%	0%	/	/	22%	-2%
CCC1Oc2ccccc2N(CC(=O)NCCCN2CCN(Cc3ccccc3)CC2)C1=O (stereo not drawn)	-1.1%	13%	-1.0%	17%	i	0%	2%	i	?	4%	0%
COC(=O)c1cc(C(=O)CSc2nc(C)cc(C)n2)ccc1O	2.8%	/	-1.5%	8%	/	0%	/	/	/	/	-2%
CCCS(=O)(=O)c1c(S(=O)(=O)CCC)c2cc(CC)ccn2c1C(=O)OC	0.6%	-1%	-0.1%	-2%	?	-1%	-1%	?	i	-10%	-2%
O=C1CCC(c2ccc(-n3ccnc3)cc2)=NN1	-1.4%	7%	-2.8%	?	i	2%	-1%	i	?	6%	-1%
COc1ccc(NC(=O)CN2CCN(CC(=O)Nc3cc(OC)cc(OC)c3)CC2)cc1	-2.0%	/	-1.8%	-2%	/	-3%	/	/	/	/	-1%
Cc1onc(-c2ccccc2)c1C(N)=O	-3.7%	-3%	-0.3%	-9%	i	0%	1%	i	i	2%	3%
C=CCSc1nnc(NC(=O)CSc2nc3ccccc3o2)s1	2.1%	17%	-0.9%	8%	i	-1%	5%	i	i	-1%	-2%
CCN=C(NCC)SC1CC(=O)N(c2ccccc2)C1=O (stereo not drawn)	-1.4%	4%	-1.1%	6%	/	-2%	-1%	/	/	1%	-4%
CNS(=O)(=O)c1cccc(C(=O)OCC(=O)Nc2ccccc2OC(F)F)c1	-0.9%	-2%	-0.4%	12%	i	-1%	2%	?	?	-1%	5%
Cc1ccc(-n2nnc3c(SCC(=O)N4CCN(c5ccccc5)CC4)ncnc32)cc1	-0.1%	/	-1.8%	-3%	/	0%	/	/	/	/	-2%
O=C(CSc1nnc(-c2ccco2)n1-c1ccccc1)N1CCOCC1	-0.5%	4%	0.9%	0%	i	-2%	0%	i	i	2%	1%
COc1ccc(CN2CCN(C(=O)c3ccco3)CC2)cc1OCc1ccccc1	-0.3%	11%	-2.4%	?	/	0%	-2%	/	/	4%	-1%
O=C1CC(c2ccco2)=Nc2ccccc2N1	-0.8%	1%	-1.6%	0%	i	-1%	2%	i	i	2%	-1%
O=C(O)CC[C@@H](C(=O)O)N1C(=O)c2ccccc2C1=O	-2.0%[15.4 µM]	3%	0.5%[15.4 µM]	1%[11.4 µM]	i	0%[11.5 µM]	-1%[9.22 µM]	i	?	-4%[9.17 µM]	-1%[11.5 µM]
CCOc1ccc(C(=O)N(C)C2CCS(=O)(=O)C2)cc1 (stereo not drawn)	-2.4%	-4%	-0.4%	7%	i	-2%	0%	i	?	11%	0%
COC(=O)c1ccc(NC(=O)CSc2nnc(CNc3ccc(OC)cc3)n2C)cc1	-1.4%	/	0.5%	18%	i	-2%	1%	i	i	2%	-3%
CCOC(=O)N1CCN(C(=O)CN(c2cc(Cl)ccc2OC)S(=O)(=O)c2ccccc2)CC1	-4.3%	24%	-0.4%	19%	/	-1%	-4%	/	/	1%	1%
Cc1cc(NC(=O)CSc2nnc(-c3ccco3)o2)no1	-2.5%	-13%	1.2%	?	i	-2%	0%	i	i	-2%	0%
CCCCCc1c(O)c2ccccc2[nH]c1=O	-3.2%	/	1.9%	11%	i	-2%	4%	i	?	7%	2%
CCNc1nc(NC(C)C)nc(Nn2cnnc2)n1	-3.0%	2%	0.5%	10%	/	0%	4%	/	/	20%	1%
Cc1ccc(S(=O)(=O)N(CC(=O)NCc2ccncc2)C2CCCCC2)cc1	-1.7%	8%	-0.8%	3%	i	-3%	0%	i	i	-1%	-1%
O=C(c1ccco1)N1CCN=C1SCc1cccc(Cl)c1	-2.5%	/	0.6%	24%	/	-1%	-3%	/	/	0%	1%
CCOc1ccc(-c2[nH]ncc2Oc2ccccc2OC)c(O)c1	-0.2%	-24%	-2.0%	-13%	i	-4%	0%	i	?	1%	-8%
CC(=O)Nc1ccc(OCC(O)Cn2nc(C)c(C(C)=O)c2C)cc1 (stereo not drawn)	-1.4%	-7%	-0.3%	-2%	i	0%	3%	i	?	-9%	-1%
COC(=O)[C@@]1(C)C=C[C@@H](Cc2ccccc2)N1C(=O)c1ccccc1	-1.5%	/	1.1%	20µM*	/	2%	/	/	/	/	-3%
CO[C@H]1COC(=O)[C@@H](Cc2ccccc2)NC(=O)[C@@H](C)COC(=O)CCC[C@@H]1C	0.2%[15.4 µM]	/	0.9%[15.4 µM]	-3%[11.4 µM]	/	-2%[11.5 µM]	/	/	/	/	1%[11.5 µM]
COc1cccc(C(=O)Nc2ccc(S(=O)(=O)Nc3onc(C)c3C)cc2)c1	-0.5%	3%	0.9%	8%	/	-1%	0%	/	/	12%	1%
COC(=O)NC(/C(C(=O)OC)=C(\C)NCc1ccccc1)c1ccc2ccccc2c1 (stereo not drawn)	-0.4%[15.4 µM]	/	-2.9%[15.4 µM]	?	/	-5%[11.5 µM]	/	/	/	/	-6%[11.5 µM]
CCc1cc2c(N3CCN(c4ccccc4)CC3)ncnc2s1	-0.5%	/	-0.3%	11%	/	-5%	/	/	/	/	-6%
O=C(O)c1cccc(NS(=O)(=O)c2cccc3cccnc23)c1	0.1%	/	-2.2%	0%	/	-1%	/	/	/	13%	1%
C=CCOc1c(CNc2nccs2)cccc1OCC	-2.2%	6%	-1.2%	?	i	-2%	0%	i	i	2%	-1%
COc1ccc(Cc2nnc(-c3cccc(C)c3)o2)cc1OC	0.2%	/	-1.0%	13%	/	-1%	-5%	/	/	-3%	-2%
O=C(COc1ccc(Cl)cc1)OCC(=O)N1CCCC1	-0.7%	-5%	1.0%	-1%	i	4%	-1%	i	i	8%	1%
CCN(CC)C(=O)c1cn(CC)c(=O)c2cc(OC)c(OC)cc12	1.0%	0%	0.0%	-3%	i	2%	0%	i	?	-10%	0%
COc1ccc(C(=O)CSc2nnc(-c3cc(C)cc(C)c3)o2)cc1	0.0%	7%	-1.9%	24%	i	-1%	-2%	i	i	-1%	1%
O=C(c1ccccc1)N1CCN(CC(O)COCC2CC=CCC2)CC1 (stereo not drawn)	0.9%	10%	0.7%	2%	i	-2%	-4%	i	i	0%	0%

High-throughput results: PubChem, National Center for Advancing Translational Sciences (NCATS)
